Pin1 inhibitor – human Pin1 inhibition; Potency, µM (series often up to 115 µM), for inactives: top-dose activity, negative = inhibition, usual class: inhibitors; 0.009% of 390,000 active; Q13526; Pin1 FP peptide displacement, HiFluor488, 10 min; active = well fitted inhibition curve with a large enough effect in the polarisation, with a control signal flat, not every such curve was filed as active; inconclusive = small, poorly fitted or top-dose-only effect, or effect the other way, or a change in a side signal; inactive = no such curve, though single readings can be large or run the other way; the % refers to the polarisation; also: potency is read from the fitted curve at half-maximal effect; % is scaled to controls: 0 for no effect and ±100 for the full control effect
Target sequence (Q13526 whole entry, looked up): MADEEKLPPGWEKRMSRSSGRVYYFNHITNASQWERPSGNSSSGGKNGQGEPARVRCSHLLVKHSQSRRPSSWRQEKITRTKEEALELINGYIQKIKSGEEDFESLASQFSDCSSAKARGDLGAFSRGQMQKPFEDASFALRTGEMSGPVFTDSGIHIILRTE
PGK inhibitor – inhibitors of T. brucei phosphoglycerate kinase | 0.043% of 380,000 active | Potency, µM (series often up to 57.5 µM), without a hit: at the highest dose activity change, negative = inhibition, most hits filed as inhibitors | PGK/GAPDH coupled, Kinase-Glo luminescence, 60 min | P07378; also: potency is read from the fitted curve at half-maximal effect; % is scaled to controls: 0 for no effect and ±100 for the full control effect; nearly all actives have a fitted effect of over 60% in size
Target sequence (P07378 whole entry, looked up): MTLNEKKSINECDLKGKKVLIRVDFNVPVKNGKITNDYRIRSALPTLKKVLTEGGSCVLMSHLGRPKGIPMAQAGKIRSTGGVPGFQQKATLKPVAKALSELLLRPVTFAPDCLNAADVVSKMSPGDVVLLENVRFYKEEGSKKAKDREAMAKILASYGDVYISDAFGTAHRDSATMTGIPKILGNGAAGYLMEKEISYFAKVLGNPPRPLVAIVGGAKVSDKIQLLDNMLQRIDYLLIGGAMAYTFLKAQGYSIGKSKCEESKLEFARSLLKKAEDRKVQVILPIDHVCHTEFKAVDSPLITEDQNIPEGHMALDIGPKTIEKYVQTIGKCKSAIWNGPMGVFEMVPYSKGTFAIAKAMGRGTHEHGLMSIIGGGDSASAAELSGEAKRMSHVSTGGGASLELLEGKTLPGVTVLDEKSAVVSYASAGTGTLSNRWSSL
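Recombinant glycosomal PGK reaction used 1,3-bisphosphoglycerate generated in-well by GAPDH (100nM final) in 100mM TEA pH 7.6, 5mM MgCl2, 0.01% Tween-20. After 60 minutes at room temperature, ATP was read by Kinase-Glo Plus luminescence end-point.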
PI4K2A inh – PI4K2A (human) kinase inhibition; purified PI4K2A, ADP-Glo luminescence, 1 h; active compounds read low; Q9BTU6; activity change, negative = inhibition, % at 76.9 µM; 0.13% of 420,000 active; in the data active = activity change below about -50%; inconclusive = mostly about -30% to -49%;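 also: -100% = wells without enzyme as full effect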
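Compounds are screened against recombinant PI4K2A using PI as substrate and ATP, the latter dispensed at 300 microM. Reactions run one hour at ambient temperature before ADP-Glo detection; full inhibition defined by wells lacking enzyme.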
JMJD2A Tudor – blocks the human JMJD2A Tudor domain | AlphaScreen JMJD2A-Tudor / H3K4me3 peptide binding | 4.4% of 390,000 active | Potency, µM (highest dose often 114 µM), for inactives: at the top dose activity change, negative = inhibition, hits mostly inhibitors | AID 504339; also: potency is read from the fitted curve at half-maximal effect; % is scaled to controls: 0 for no effect and ±100 for the full control effect; nearly all actives have a fitted effect of over 50% in size
POLH inh – blocks human DNA polymerase eta activity; Q9Y253; recombinant Pol eta, fluorescent DNA replication assay; Potency, µM (highest dose often 114 µM), inactives show at the top dose activity change, negative = inhibition, actives largely listed as inhibitors; 1.2% of 390,000 active; AID 588591; also: potency is read from the fitted curve at half-maximal effect; % is scaled to controls: 0 for no effect and ±100 for the full control effect
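Fluorescent replication assay: 50 nM final substrate added after a 15 min room-temperature compound preincubation with 10 nM enzyme. Signal taken at 0 min and again at 10 min.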
GLS inh – glutaminase GLS (human) inhibition; GLS enzymatic activity, qHTS titration; Potency, µM (highest dose often 45.5 µM), without a hit: at the top dose activity change, negative = inhibition, actives largely listed as inhibitors; 0.21% of 410,000 active; also: potency is read from the fitted curve at half-maximal effect; % is scaled to controls: 0 for no effect and ±100 for the full control effect
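Read-out is an Amplex red fluorescence increase coupled through glutamate oxidase and HRP, measured before and after 30 min room-temperature incubation. hKGA is in 45 mM KH2PO4 (pH 8.2) with 0.02% Tween-20; glutamine added as 1mM solution.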
G9a block – G9a (human) methyltransferase inhibition; Q96KQ7; G9a H3K9 monomethylation, AlphaScreen, 2 h; Potency, µM (highest dose often 102 µM), for the others: at the highest dose activity, negative = inhibition, hits mostly inhibitors; 8.8% of 350,000 active; AID 504332; also: potency is read from the fitted curve at half-maximal effect; % is scaled to controls: 0 for no effect and ±100 for the full control effect; nearly all actives have a fitted effect of over 75% in size
Target sequence (Q96KQ7 913-1193 limits assumed): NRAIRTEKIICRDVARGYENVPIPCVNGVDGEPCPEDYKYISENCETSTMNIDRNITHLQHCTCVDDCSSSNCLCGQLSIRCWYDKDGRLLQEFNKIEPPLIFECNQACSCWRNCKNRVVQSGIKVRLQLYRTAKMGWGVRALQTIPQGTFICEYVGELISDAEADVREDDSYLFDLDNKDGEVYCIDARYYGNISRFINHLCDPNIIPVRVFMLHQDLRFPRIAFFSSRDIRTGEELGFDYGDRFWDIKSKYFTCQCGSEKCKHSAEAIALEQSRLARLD
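G9a (20 nM) was preincubated 15 min with compound, then reacted 2 h at room temperature with 500 nM biotin-H3K9 peptide and 20 µM SAM. Monomethyl-H3K9 detected by AlphaScreen using anti-H3K9me1 antibody.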
BAZ2B block – inhibitors of human BAZ2B bromodomain; AlphaScreen BAZ2B-H3K14Ac peptide displacement; Potency, µM (series often up to 114 µM), without a hit: top-dose activity change, negative = inhibition, hits mostly inhibitors; 4.4% of 360,000 active; also: potency is read from the fitted curve at half-maximal effect; % is scaled to controls: 0 for no effect and ±100 for the full control effect; nearly all actives have a fitted effect of over 60% in size
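AlphaScreen luminescence quantifies BAZ2B engagement of H3K14Ac peptide; the protein and biotinylated peptide are both at 50 nM final, buffer PBS pH 7.4 with 0.01% Tween-20, all steps at room temperature.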
HP1b chromo inh – HP1-beta chromodomain-methylated histone interaction inhibition | 0.56% of 390,000 active | AlphaScreen HP1-beta / biotin-H3K9me3 peptide binding | P83916 | AID 540317 | Potency, µM (titrated, usually from 114 µM), for inactives: at the highest dose activity change, negative = inhibition, actives largely listed as inhibitors; also: potency is read from the fitted curve at half-maximal effect; nearly all actives have a fitted effect of over 70% in size; inactives centre near 23
Target sequence (P83916 whole entry, looked up): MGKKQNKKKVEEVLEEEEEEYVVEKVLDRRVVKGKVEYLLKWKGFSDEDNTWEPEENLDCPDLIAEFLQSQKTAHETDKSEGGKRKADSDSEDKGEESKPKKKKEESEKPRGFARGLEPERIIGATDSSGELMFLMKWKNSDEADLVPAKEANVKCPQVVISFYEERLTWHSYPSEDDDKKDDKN
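HP1-beta protein (50 nM final) preincubated 30 min at room temperature with biotinylated H3(1-18)K9me3 peptide (50 nM) in PBS pH 7.4, 0.01% Tween-20, then compound added for 30 min. AlphaScreen streptavidin donor/nickel chelate acceptor beads (10 ug/mL final), 30 min dark, luminescence read.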
* marks the source's active call; other numbers are inactive results; [ ] = dose if it differs, or a comment. Unless noted, calls follow the shape of the dose curve; as a rule, active = well fitted curve in the direction sought with a large enough effect; inconclusive = small, poorly fitted or top-dose-only effect, or another doubt; inactive = no such curve, though single readings can be large; an effect the other way counts as inactive or inconclusive. This is a subset (hit frequency here may not be typical).

What do the screens show for `COc1ccccc1S(=O)(=O)Nc1ccc2nc(C)sc2c1`?
Pin1 inhibitor: 2%; PGK inhibitor: 1%; PI4K2A inh: 1; JMJD2A Tudor: -11%; POLH inh: -6%; GLS inh: 18%; HP1b chromo inh: 42%[activator]

Results for CC1=CC2=NC(=O)/C(=C\c3cccn3CCOc3ccccc3C)C(=N)N2O1 ?
Pin1 inhibitor: 22%; PGK inhibitor: inactive; PI4K2A inh: 0; JMJD2A Tudor: inconclusive; POLH inh: -11%; GLS inh: 12%; G9a block: -49%; BAZ2B block: inconclusive; HP1b chromo inh: -24%

What do the screens show for `CN(C)c1oc(COc2ccccc2F)nc1C#N`?
Pin1 inhibitor: 2%; PGK inhibitor: -5%; PI4K2A inh: 0; JMJD2A Tudor: -6%; POLH inh: -11%; GLS inh: 0%; G9a block: 14%[12.7 µM]; BAZ2B block: -8%; HP1b chromo inh: 3%

What do the screens show for `S=C(Nc1cccc(Cl)c1)N1CCN(c2ccccn2)CC1`?
Pin1 inhibitor: 4%; PGK inhibitor: inactive; PI4K2A inh: -4; JMJD2A Tudor: -12%; POLH inh: -4%; GLS inh: -7%; BAZ2B block: 6%; HP1b chromo inh: 38%

What do the screens show for `O=C(c1ccco1)N1CCN(C(=O)C2CC(c3ccccc3F)=NO2)CC1` (stereo not drawn)?
Pin1 inhibitor: -2%; PGK inhibitor: -2%; PI4K2A inh: 2; JMJD2A Tudor: -9%; POLH inh: 11%; GLS inh: -7%; G9a block: inconclusive; BAZ2B block: -19%; HP1b chromo inh: 28%

What do the screens show for `COCCNC(=O)C(=O)NCC(c1cccnc1)N1CCN(c2ccccc2OC)CC1` (stereo not drawn)?
Pin1 inhibitor: -1%; PGK inhibitor: -6%; PI4K2A inh: 0; JMJD2A Tudor: -22%; POLH inh: -14%; GLS inh: 9%; G9a block: -8%[59 µM]; BAZ2B block: inconclusive; HP1b chromo inh: 38%

Results for CN(C)CCCN(C(=O)c1ccc(S(=O)(=O)N2CCCC2)cc1)c1nc2c(F)cc(F)cc2s1 ?
Pin1 inhibitor: 2%; PGK inhibitor: 4%; PI4K2A inh: 0; JMJD2A Tudor: -19%; POLH inh: -4%; GLS inh: 7%; G9a block: inconclusive; BAZ2B block: 5%; HP1b chromo inh: -1%

What do the screens show for `CCn1cc(C(=O)NCc2ccccc2)c(=O)c2cc(S(=O)(=O)N3CCCCCC3)ccc21`?
Pin1 inhibitor: 19%; PGK inhibitor: 9%; PI4K2A inh: -2; JMJD2A Tudor: -12%; POLH inh: -24%; GLS inh: -3%; G9a block: 0%[59 µM]; HP1b chromo inh: 34%

How did O=C(CCc1ccc(S(=O)(=O)N2CCOCC2)cc1)Nc1nccs1 do in these assays?
Pin1 inhibitor: 2%; PGK inhibitor: -6%; PI4K2A inh: -12; JMJD2A Tudor: -2%; POLH inh: -22%; GLS inh: -9%; G9a block: -33%; BAZ2B block: 2%; HP1b chromo inh: 52%[activator]

Results for O=C1NC(c2ccccc2)=C(c2ccccc2)C1=O ?
Pin1 inhibitor: -8%; PGK inhibitor: -9%; PI4K2A inh: -2; JMJD2A Tudor: 3%; POLH inh: -7%; GLS inh: 4%; G9a block: -23%; BAZ2B block: 0%; HP1b chromo inh: 39%

Results for CCOC(=O)c1[nH]c2ccc(OC)cc2c1NC(=O)CN1CCc2ccccc2C1 ?
Pin1 inhibitor: inconclusive; PGK inhibitor: -1%; PI4K2A inh: -15; JMJD2A Tudor: -16%; POLH inh: -16%; GLS inh: 20%; G9a block: 5%; BAZ2B block: 3%[57.1 µM]; HP1b chromo inh: -19%

What do the screens show for `CCc1ccc(NC(=O)c2ccnc(C(C)(C)C)c2)cc1`?
Pin1 inhibitor: -1%; PGK inhibitor: inactive; PI4K2A inh: 2; JMJD2A Tudor: -10%; POLH inh: 5%; GLS inh: -17%; G9a block: 19%[59 µM]; BAZ2B block: 3%[57.1 µM]; HP1b chromo inh: 25%

What do the screens show for `Cc1ccc(/C=C/S(=O)(=O)NCC(=O)OCC(=O)Nc2ccc(C(N)=O)cc2)cc1`?
Pin1 inhibitor: 4%; PGK inhibitor: -7%; PI4K2A inh: 5; JMJD2A Tudor: -14%; POLH inh: -3%; GLS inh: 18%; G9a block: 45µM*; BAZ2B block: 5%; HP1b chromo inh: 22%

How did COc1ccc(CCNc2ccc(C(CC(N)=O)NC(=O)Cc3cccc4ccccc34)cc2[N+](=O)[O-])cc1 (stereo not drawn) do in these assays?
Pin1 inhibitor: 47%[activator]; PGK inhibitor: -9%; PI4K2A inh: -4; JMJD2A Tudor: -26%; POLH inh: -4%; GLS inh: 2%; G9a block: -31%[12.7 µM]; BAZ2B block: -17%; HP1b chromo inh: 9%

How did COc1cccc(CN2CCNC(=O)C2CC(=O)NCC2CCOCC2)c1 (stereo not drawn) do in these assays?
Pin1 inhibitor: -23%; PGK inhibitor: inactive; PI4K2A inh: -6; JMJD2A Tudor: -12%; POLH inh: -11%; GLS inh: -1%; G9a block: 50µM*; BAZ2B block: 0%; HP1b chromo inh: 40%[activator]

How did Cc1ccc(CSc2nnc(-c3cccc(S(=O)(=O)N4CCOCC4)c3)n2CC(C)C)cc1 do in these assays?
Pin1 inhibitor: 1%; PGK inhibitor: 4%; PI4K2A inh: 0; JMJD2A Tudor: -25%; POLH inh: inconclusive; GLS inh: 7%; G9a block: 24%[59 µM]; BAZ2B block: -3%; HP1b chromo inh: 4%

What do the screens show for `CCN(CC)C(=O)Cn1cc(S(=O)(=O)CC(=O)Nc2cc(C)on2)c2ccccc21`?
Pin1 inhibitor: -4%; PGK inhibitor: 2%; PI4K2A inh: 0; JMJD2A Tudor: -3%; POLH inh: -5%; GLS inh: -6%; HP1b chromo inh: 32%

How did COc1ccc(N2CCN(C(=O)c3ccccc3NC(=O)C3=C(C)OCCS3)CC2)cc1 do in these assays?
Pin1 inhibitor: 1%; PGK inhibitor: 5%; PI4K2A inh: 5; JMJD2A Tudor: -27%; POLH inh: 4%; GLS inh: 37%[activator]; G9a block: inconclusive; BAZ2B block: -31%; HP1b chromo inh: 24%

How did Cc1nc(-n2nc(C)c(Cc3ccccc3Cl)c2C)sc1C(=O)Nc1ccccc1F do in these assays?
Pin1 inhibitor: -6%; PGK inhibitor: -8%; PI4K2A inh: 3; JMJD2A Tudor: 4%; POLH inh: -16%; GLS inh: -11%; G9a block: -13%[59 µM]; BAZ2B block: 2%; HP1b chromo inh: 45%[activator]

How did C#CCOCCOCCOCCNc1nc(N2CCN(C(=O)CCCCCCCCCCNC(=O)Cn3cc(CCCCCN)nn3)CC2)nc(N2CCN(C(=O)CCCCCCCCCCNC(=O)[C@@H](CCC(=O)O)n3cc(CCCCCN)nn3)CC2)n1 do in these assays?
Pin1 inhibitor: 7%; PGK inhibitor: 5%; PI4K2A inh: 4; JMJD2A Tudor: inconclusive; POLH inh: -15%; GLS inh: -3%; G9a block: 7%[2.33 µM]; BAZ2B block: -32%; HP1b chromo inh: 20%

What do the screens show for `CC(=O)Nc1ccccc1C(=O)C(=O)Nc1cccc(F)c1`?
Pin1 inhibitor: 0%; PGK inhibitor: -2%; PI4K2A inh: 6; JMJD2A Tudor: -13%; POLH inh: 0%; GLS inh: 3%; HP1b chromo inh: 6%

What do the screens show for `Cc1cc(C)c(NC(=O)c2oc3ccccc3c2COc2ccccc2)c(C)c1`?
Pin1 inhibitor: 0%; PGK inhibitor: 7%; PI4K2A inh: 6; JMJD2A Tudor: 6%; POLH inh: -19%; GLS inh: -10%; G9a block: -5%; BAZ2B block: 8%; HP1b chromo inh: 54%[activator]

What do the screens show for `CCc1ccc(OCCNc2cc(N3CCNC(C)C3)ccc2[N+](=O)[O-])cc1` (stereo not drawn)?
Pin1 inhibitor: -2%; PGK inhibitor: -9%; PI4K2A inh: 0; JMJD2A Tudor: 40µM*; POLH inh: -26%; GLS inh: 0%; G9a block: 4%[2.33 µM]; BAZ2B block: 35µM*; HP1b chromo inh: inconclusive

What do the screens show for `CN(C(=O)C1CCCN1S(=O)(=O)c1ccc(Cl)cc1)c1ccccc1` (stereo not drawn)?
Pin1 inhibitor: 3%; PGK inhibitor: 0%; PI4K2A inh: 5; JMJD2A Tudor: -1%; POLH inh: -6%; GLS inh: -3%; G9a block: 14%[12.7 µM]; BAZ2B block: 8%; HP1b chromo inh: 38%

How did Cc1ccc(N(CC(=O)NC2CCCCC2)S(=O)(=O)c2cccs2)cc1 do in these assays?
Pin1 inhibitor: 3%; PGK inhibitor: 2%; PI4K2A inh: -1; JMJD2A Tudor: 5%; POLH inh: -22%; GLS inh: 8%; G9a block: 50%; BAZ2B block: -10%; HP1b chromo inh: 35%

What do the screens show for `Cc1ccc(-c2noc(CSc3nnc(-c4ccncc4)n3-c3ccc(F)cc3)n2)cc1`?
Pin1 inhibitor: -1%; PGK inhibitor: -6%; PI4K2A inh: 1; JMJD2A Tudor: -29%; POLH inh: -9%; GLS inh: 8%; G9a block: 9%[59 µM]; BAZ2B block: -29%; HP1b chromo inh: 18%

Two records picked at random from those above, as already listed:
What do the screens show for `COCCNC(=O)C(=O)NCC(c1cccnc1)N1CCN(c2ccccc2OC)CC1` (stereo not drawn)?
Pin1 inhibitor: -1%; PGK inhibitor: -6%; PI4K2A inh: 0; JMJD2A Tudor: -22%; POLH inh: -14%; GLS inh: 9%; G9a block: -8%[59 µM]; BAZ2B block: inconclusive; HP1b chromo inh: 38%

How did Cc1ccc(N(CC(=O)NC2CCCCC2)S(=O)(=O)c2cccs2)cc1 do in these assays?
Pin1 inhibitor: 3%; PGK inhibitor: 2%; PI4K2A inh: -1; JMJD2A Tudor: 5%; POLH inh: -22%; GLS inh: 8%; G9a block: 50%; BAZ2B block: -10%; HP1b chromo inh: 35%

Screening data: PubChem BioAssay, National Center for Advancing Translational Sciences (NCATS)
